# LAP4 TOR yeast: yeast TOR pathway LAP4-GFP modulation | S. cerevisiae LAP4-GFP multiplex, flow cytometry GFP, 3 h; median GFP as percent of DMSO wells | GFP response vs DMSO, % at 10 µM | 320,000 tested, 0.34% active | AID 2023;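 active = GFP response vs DMSO above a set limit, about the screen mean plus 3 SD, cut at about 150% in these data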
# Efflux pump mplx: antifungal efflux pump inhibition, Nile Red retention | S. cerevisiae Candida pump triplex | inhibition, % at 10 µM | 330,000 tested, 0.44% active;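 active = plate passing quality check with inhibition over a set limit, or well fluorescence over plate mean plus 4 SD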;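 also: Nile Red retained in pooled yeast measured as flow cytometry median fluorescence; 0% = buffer negative control and 100% = Enniatin B positive control; higher means more Nile Red kept so more efflux inhibition; some compounds called inactive have numbers as strong as hits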
# RPL19A-GFP yeast: yeast TOR pathway RPL19A-GFP modulation. S. cerevisiae RPL19A-GFP strain, flow cytometry, 3 h; stronger effect = lower value. percent response vs DMSO, % at 10 µM. 330,000 tested, 0.3% active. AID 2025;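 active = percent response vs DMSO below 50%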;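 also: median channel GFP fluorescence of the barcoded RPL19A-GFP strain; ratio of sample median GFP to plate DMSO average so 100% = DMSO; lower means less RPL19A-GFP as with rapamycin TOR inhibition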
# AHR activator: human AHR activation. P35869. AHR-responsive luciferase reporter cells, luminescence. activation, % at 5 µM. 320,000 tested, 2.5% active; in the data active = activation above about 47%;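 also: 0% = vehicle wells and 100% = reference agonist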
# Target sequence (P35869 whole entry, looked up): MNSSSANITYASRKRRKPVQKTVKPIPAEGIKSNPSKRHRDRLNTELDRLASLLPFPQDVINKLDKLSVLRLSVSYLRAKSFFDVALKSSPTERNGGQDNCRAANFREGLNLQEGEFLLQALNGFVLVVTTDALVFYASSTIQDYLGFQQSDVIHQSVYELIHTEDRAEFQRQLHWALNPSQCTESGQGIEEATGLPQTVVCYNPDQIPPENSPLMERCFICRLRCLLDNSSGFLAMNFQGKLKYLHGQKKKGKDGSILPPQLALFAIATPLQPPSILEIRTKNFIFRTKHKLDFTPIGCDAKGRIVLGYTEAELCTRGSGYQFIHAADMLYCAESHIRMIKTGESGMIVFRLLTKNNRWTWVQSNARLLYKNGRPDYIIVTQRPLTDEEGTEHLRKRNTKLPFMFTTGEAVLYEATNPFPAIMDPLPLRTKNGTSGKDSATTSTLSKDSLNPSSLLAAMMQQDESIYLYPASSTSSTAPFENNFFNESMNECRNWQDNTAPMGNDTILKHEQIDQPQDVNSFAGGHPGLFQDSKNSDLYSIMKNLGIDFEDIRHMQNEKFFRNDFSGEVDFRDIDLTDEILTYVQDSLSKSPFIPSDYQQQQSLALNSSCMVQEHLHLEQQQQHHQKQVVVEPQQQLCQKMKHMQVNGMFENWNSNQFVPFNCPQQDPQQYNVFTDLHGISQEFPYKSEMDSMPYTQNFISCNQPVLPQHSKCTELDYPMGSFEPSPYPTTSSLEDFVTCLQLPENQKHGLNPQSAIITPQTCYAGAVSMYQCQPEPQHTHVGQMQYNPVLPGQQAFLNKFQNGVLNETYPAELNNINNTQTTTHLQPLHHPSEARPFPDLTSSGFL
# CR mimetic SO: caloric restriction mimetics inhibiting age-related superoxide in yeast; AID 2690; 330,000 tested, 0.18% active; superoxide response (% of plate mean), % at 10 µM; S. cerevisiae aged cells, superoxide DHE fluorescence; stronger effect = lower value;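 active = superoxide response under a set limit, about three screen SD below normal, cut at about 65% in these data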;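 also: yeast aged for seven days with compound at 30 °C before DHE staining; 100% = average MFI of all compound-treated wells on the plate with controls excluded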
# MEP2 TOR yeast: yeast TOR pathway MEP2-GFP modulation | AID 2016 | S. cerevisiae MEP2-GFP strain, flow cytometry GFP, 3 h; 100% = DMSO control level | GFP response vs DMSO, % at 10 µM | 330,000 tested, 0.51% active;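 active = GFP response versus DMSO above a set limit, roughly screen mean plus 3 SD, cut at about 180% in these data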;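 also: median GFP fluorescence of the barcode-gated MEP2-GFP cells per well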
# AGP1 TOR yeast: yeast TOR pathway AGP1-GFP modulation; S. cerevisiae AGP1-GFP multiplex flow cytometry, 3 h; GFP as percent of DMSO wells; GFP response vs DMSO, % at 10 µM; 320,000 tested, 0.02% active;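 active = GFP response relative to DMSO above a set limit, near screen average plus 3 SD, cut at about 150% in these data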;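 also: median GFP channel fluorescence of the gated AGP1 strain per well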
# CIT2 TOR yeast: modulators of TOR pathway CIT2-GFP in S. cerevisiae. GFP response vs DMSO, % at 10 µM. 320,000 tested, 0.065% active. AID 2029. S. cerevisiae CIT2-GFP strain, flow cytometry, 3 h; 100 means same as DMSO wells;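 active = GFP response relative to DMSO above a set limit, near the screen mean plus 3 SD, cut at about 150% in these data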;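 also: ratio of well median GFP fluorescence to mean of DMSO wells on the plate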
# * marks the source's active call; other numbers are inactive results; · = not tested or not shown.
SMILES,LAP4 TOR yeast,Efflux pump mplx,RPL19A-GFP yeast,AHR activator,CR mimetic SO,MEP2 TOR yeast,AGP1 TOR yeast,CIT2 TOR yeast
Cc1ccc(N(C(=O)CNC(=O)c2ccco2)C(C(=O)NC2CCCCC2)c2ccncc2)c(C)c1 (stereo not drawn),95,-0.1,101,5,100,106,103,113
CCN1CCN(c2nc(N(C)c3ccccc3)nc(N)c2[N+](=O)[O-])CC1,·,0.0,99,-1,88,98,·,·
CC(NC(=O)C1CCCCC1)C(c1cccs1)N1CCOCC1 (stereo not drawn),100,0.4,101,5,111,101,97,95
O=[N+]([O-])c1ccc2oc(-c3cccc(O)c3)nc2c1,106,0.0,91,78*,99,103,95,98
C[C@@H]1NC(=O)N(CCCn2ccnc2)C1=O,98,0.0,105,4,101,104,103,101
CCOc1ccc(N2C(=O)CC(N3CCN(c4ccc(F)cc4)CC3)C2=O)cc1 (stereo not drawn),89,-0.1,103,-1,97,95,98,100
Cc1cc(-c2nnc(SCC(=O)NC3CCCC3)o2)no1,98,-0.1,101,-2,114,101,101,105
CCCCCCCCCC(=O)N/N=C(\C)c1cccnc1,87,1.6*,100,9,103,95,103,·
COCCNC(=O)c1cccc(S(=O)(=O)N2CC3(C)CC2CC(C)(C)C3)c1 (stereo not drawn),109,0.1,97,-2,108,95,104,94
CCN(CC)S(=O)(=O)c1ccc2[nH]c(=O)cc(C(=O)NCC3CCCO3)c2c1 (stereo not drawn),99,-0.2,101,1,91,104,107,93
CCOc1cc(N2CCOCC2)c(OCC)cc1NC(=O)COC(=O)COc1ccc(C#N)cc1,90,1.6,103,-4,103,102,101,104
O=c1[nH][nH]cc1C=Nc1cc(Cl)ccc1O,94,-0.1,101,3,88,108,103,108
CCC12CN3CC(CC)(CN(C1)C3c1ccc([N+](=O)[O-])o1)C2=O (stereo not drawn),103,0.2,93,9,97,97,104,89
CC(C)CN(C(=O)CSc1nnnn1C)C1CCS(=O)(=O)C1 (stereo not drawn),99,0.2,90,5,95,86,94,82
O=C(Nc1cc(C(F)(F)F)ccc1N1CCOCC1)c1ccco1,103,0.0,97,0,98,105,101,102
NC(=O)c1ccc(NC(=O)Cc2ccc(S(=O)(=O)N3CCCCC3)cc2)cc1,98,0.0,98,-2,87,97,97,99
CN1CCN(C(=S)c2cn(Cc3ccc(Br)cc3)c3ccccc23)CC1,102,0.0,93,1,76,85,89,94
CC1CCc2nc(NC(=O)Cc3cccs3)sc2C1 (stereo not drawn),104,0.1,93,-6,78,99,92,89
Sc1oc(-c2ccccc2)cc1C=Nc1ccccc1,96,-0.1,95,79*,124,98,96,96
CCn1nc(C(=O)Nc2ccc(S(=O)(=O)Nc3ncccn3)cc2)c2ccccc2c1=O,107,-0.1,104,2,93,106,112,108

# Looked up above.
# `CCOc1cc(N2CCOCC2)c(OCC)cc1NC(=O)COC(=O)COc1ccc(C#N)cc1` in RPL19A-GFP yeast reads 103
# `CCC12CN3CC(CC)(CN(C1)C3c1ccc([N+](=O)[O-])o1)C2=O` (stereo not drawn) in CR mimetic SO reads 97
# `CC(NC(=O)C1CCCCC1)C(c1cccs1)N1CCOCC1` (stereo not drawn) in Efflux pump mplx reads 0.4
# `CCOc1ccc(N2C(=O)CC(N3CCN(c4ccc(F)cc4)CC3)C2=O)cc1` (stereo not drawn) in CR mimetic SO reads 97

# A different layout for some results above.
CC(NC(=O)C1CCCCC1)C(c1cccs1)N1CCOCC1 (stereo not drawn)
  LAP4 TOR yeast: 100
  Efflux pump mplx: 0.4
  RPL19A-GFP yeast: 101
  AHR activator: 5
  CR mimetic SO: 111
  MEP2 TOR yeast: 101
  AGP1 TOR yeast: 97
  CIT2 TOR yeast: 95
CCn1nc(C(=O)Nc2ccc(S(=O)(=O)Nc3ncccn3)cc2)c2ccccc2c1=O
  LAP4 TOR yeast: 107
  Efflux pump mplx: -0.1
  RPL19A-GFP yeast: 104
  AHR activator: 2
  CR mimetic SO: 93
  MEP2 TOR yeast: 106
  AGP1 TOR yeast: 112
  CIT2 TOR yeast: 108

# Later entries.
SMILES,LAP4 TOR yeast,Efflux pump mplx,RPL19A-GFP yeast,AHR activator,CR mimetic SO,MEP2 TOR yeast,AGP1 TOR yeast,CIT2 TOR yeast
O=C(c1cccc(-n2cccc2)c1)N1CCN(S(=O)(=O)c2c(F)cccc2F)CC1,80,-1.2,104,1,99,109,80,96
Cc1oc(-c2cccc(Cl)c2)nc1CN1CCC(C(=O)N2CCN(c3ccccc3F)CC2)CC1,109,0.0,99,-1,88,100,102,98
CCCCCCCc1ccc(-c2ccc(O)cc2)nc1,90,0.3,82,-2,101,86,82,75
O=S(=O)(CCc1ccncc1)C1Cc2cccc3cccc1c23 (stereo not drawn),105,0.2,106,11,110,101,103,96
COc1ccccc1NC(=O)/C=C/C(N)=O,93,-0.4,92,2,91,95,91,92
CCn1cc(/C=N/NC(=O)c2cc3c(ccc4ccccc43)o2)c2ccccc21,96,0.0,97,-4,107,100,98,90
Cc1ccc(NC(=O)COC(=O)CNC(=O)c2ccc(Br)cc2)c(C)c1,95,-0.1,100,3,98,103,97,99
O=C(/C=C\NCC(=O)c1ccccc1)c1ccc(F)cc1,115,-0.3,105,-2,91,109,103,102
CCOc1ncccc1C(=O)Nc1cccc(-c2nc3cccnc3s2)c1,110,0.1,96,50*,106,95,100,96
CN1CCN(C(c2cc3cc4c(cc3[nH]c2=O)OCCO4)c2nnnn2C2CCCC2)CC1 (stereo not drawn),96,0.1,99,2,98,95,105,103
COC(=O)c1ccc(NC(=O)CS(=O)(=O)Cc2ccccc2)cc1,105,-0.2,111,1,122,102,112,99
O=C(NC(Cc1ccccc1)C(=O)O)/C(=C/c1ccccc1)NC(=O)c1ccc(Br)o1 (stereo not drawn),100,0.0,99,4,91,102,97,106
Cc1noc(NS(=O)(=O)c2ccc(NC(=O)CCC3CCCC3)cc2)c1C,89,0.1,94,-3,96,100,99,96
NC1=NC[C@@H](Cc2ccc(O)cc2)N1CCC12CC3CC(CC(C3)C1)C2,94,0.1,100,-1,97,100,100,96
CN(Cc1ccccc1)Cc1ccccc1F,105,0.1,105,-2,103,101,105,102
CCc1ccc(-c2csc(NC(=O)C3CC(=O)N(c4ccc5c(c4)OCCO5)C3)n2)cc1 (stereo not drawn),95,-0.2,101,3,93,102,94,103
O=C(CN(Cc1ccc(F)cc1)C(=O)C1CSC(=O)C1)NC1CCCCC1 (stereo not drawn),98,0.1,96,-1,97,96,101,101
COc1ccccc1/C=C/C=N/NC(=O)c1ccco1,103,-0.2,99,11,97,100,98,97
COc1ccccc1NC(=O)NC1(C(=O)NCC2CCCO2)CCCCC1 (stereo not drawn),114,0.0,104,-1,103,106,108,110
COc1ccc(-n2cnnc2SCC(=O)Nc2nc(C)c(Cl)cc2Cl)cc1,107,0.1,102,1,111,110,101,95
COCCSc1ccccc1C(=O)Nc1ccc2c(c1)OCCO2,105,0.2,97,0,93,108,107,100
O=C(Nc1ccccc1)C1CCOC1=O (stereo not drawn),116,0.0,101,2,116,99,111,107
COc1ccc(-c2cc(-c3n[nH]c(=S)n3-c3ccccc3OC)[nH]n2)cc1,101,-0.4,104,21,100,108,101,101
CCn1c(CNC(=O)c2ccccc2Br)nnc1SCC(=O)NC1=NCCS1,95,0.2,107,1,98,108,100,101
NC(=O)CCC(NS(=O)(=O)c1ccc(Cl)cc1)C(=O)NCC1CCCCC1 (stereo not drawn),104,-0.1,104,-3,101,106,101,105
O=C(NCc1ccc2c(c1)OCO2)c1sccc1Br,113,0.0,98,26,106,97,98,101
CC(C)CCOCC(=O)Nc1cccc(C(=O)O)c1,78,0.0,99,5,106,97,104,88
COc1ccc(C2=Nn3c(nnc3C3CCCCC3)SC2)cc1OC,106,0.1,109,14,101,110,102,102
Nc1nnc(SCC(=O)Nc2ccc(N3CCOCC3)c(Cl)c2)s1,75,0.0,112,3,110,106,94,91
NC1=NC(=Nc2ccc(Cl)cc2)c2ccccc21,96,0.0,102,56*,113,111,101,96
COc1ccc(C(=O)NC2CCCc3ccccc32)cc1[N+](=O)[O-] (stereo not drawn),85,0.0,110,18,102,106,104,106
CC(C)OC(=O)c1c(NC(=O)C2CC=CCC2C(=O)O)sc2c1CCCCC2 (stereo not drawn),102,-0.4,100,-1,86,102,96,84
CN(C)S(=O)(=O)c1ccc(C(=O)N2CCN=C2SCc2cccnc2)cc1,111,0.0,106,2,99,107,106,93
O=S(=O)(N/N=C/c1ccc(OC2CSC2)cc1)c1ccccc1,96,2.4,107,12,99,79,105,105
COc1ccccc1N1CCN(C(=O)c2onc(C)c2Cl)CC1,95,0.0,93,5,86,96,100,115
Cn1c(=O)n(CC(=O)NC2CCCCC2)c(=O)c2ccccc21,104,1.1,·,10,105,109,108,101
CS(=O)(=O)N1CCN(C(=O)c2ccc(-c3ccccc3)cc2)CC1,98,-0.2,94,-1,109,101,96,101
O=C(OCc1ccc(Cl)c(Cl)c1)c1cccnc1Cl,104,0.0,98,-2,101,106,87,86
CC(C)(C)CN1CCNC(=O)C1CC(=O)N1CCN(c2ccccc2)CC1 (stereo not drawn),109,0.0,100,0,87,100,102,98
O=C(COC(=O)c1ccc(Cl)nc1)Nc1c(Cl)cccc1C(F)(F)F,85,0.5*,102,4,83,101,92,92
CCN(CC(=O)Nc1ccccc1-c1ccccc1)Cc1nc2ccccc2c(=O)[nH]1,105,0.0,107,0,97,106,113,106
Cc1ccc(S(=O)(=O)N(Cc2ccccc2)c2ccccc2C(=O)NCc2cccnc2)cc1,89,0.2,104,-2,118,91,98,96
Cc1ccc(N2CC(C(=O)Nc3cccnc3)CC2=O)cc1C (stereo not drawn),91,0.1,97,1,102,91,92,97
CC(C)CCN1C(=O)C2(OCCCO2)c2cc(Cl)ccc21,96,0.5,107,4,102,104,100,99
Cc1c(C#N)c2ncn(Cc3ccccc3)c(=O)c2n1-c1ccccc1,79,0.1,91,0,97,90,94,91
O=C(CSc1ncc(C(F)(F)F)cc1Cl)N1CCN(S(=O)(=O)c2ccccc2)CC1,95,0.0,91,-2,97,99,81,94
CCOC(=O)C1(CCOc2ccccc2)CCN(Cc2ccc(CO)o2)CC1,89,0.0,98,3,89,95,96,96
CCOc1cc(/C=N/NC(=O)CN(CCc2ccccc2)S(=O)(=O)c2ccc(NC(C)=O)cc2)ccc1O,85,0.0,104,3,116,105,105,113
CCNC(=S)N/N=C/c1cn(Cc2ccc(F)cc2)c2ccccc12,99,-2.4,103,39,94,97,99,108
OC(COc1ccc2c(c1)CCC2)CN1CCN(c2cccc(Cl)c2)CC1 (stereo not drawn),99,-0.1,96,-1,98,100,96,99
Cc1ccnc(NC(=O)COC(=O)C23CC4CC(CC(C4)C2)C3)n1,108,-0.1,100,0,103,99,98,101
CC(C)(C)c1cccc(P(=O)(c2ccccc2)c2ccccc2)c1O,93,-0.2,104,2,102,101,106,117
O=C(O)c1ccc(S(=O)(=O)N2CCc3ccccc3C2)cc1,94,0.2,96,4,95,103,91,93
O=C(CSc1n[nH]c(-c2cccs2)n1)N1CCCc2ccccc21,106,-0.1,102,4,82,103,105,105
CCCC(c1nnnn1CCC(C)C)N1CCC(C(N)=O)CC1 (stereo not drawn),93,-0.1,95,0,98,90,97,93
CCOc1ccc(/C=N/OCC(=O)Nc2cc(S(=O)(=O)N3CCOCC3)ccc2OC)cc1,93,0.2,94,2,104,96,98,94
CN(C(=O)COC(=O)c1cc2c(s1)CCCCC2)C1CCS(=O)(=O)C1 (stereo not drawn),96,-1.4,105,-2,104,105,107,105
CN(CC(=O)Nc1cccc(F)c1)C(=O)c1ccccc1OCC(=O)Nc1cccc(C(F)(F)F)c1,105,-0.2,98,3,99,98,110,99
NC(=O)COC(=O)c1cccc2c1-c1ccccc1C2=O,101,0.0,104,5,98,98,92,102
CCc1ccc(-n2c(SCC(=O)Nc3cc(C)[nH]n3)nc3[nH]ncc3c2=O)cc1,104,0.1,97,1,92,95,99,102
Cc1c(Cl)cccc1NC(=O)CSc1nc2ncc(Cl)cc2[nH]1,92,0.0,97,7,95,99,94,99
BrC(=C\c1ccccc1)/C=N/Nc1nc2ccccc2[nH]1,90,2.5*,97,149*,76,56,74,76

# High-throughput results as filed in PubChem.
